EBNA-1 inhibitor: blocks EBNA-1 binding to DNA. 0.34% of 300,000 active. inhibition, % at 14.8 µM. EBNA-1 DNA binding, fluorescence polarization; in the data active = inhibition above about 28%
CR mimetic SO: yeast age-related superoxide inhibition as caloric restriction mimetic | S. cerevisiae aged cells, superoxide DHE fluorescence; stronger effect = lower value | superoxide response (% of plate mean), % at 10 µM | 0.18% of 330,000 active;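 active = superoxide response under a set limit, about three screen SD below normal, cut at about 65% in these data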;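 note: yeast aged for seven days with compound at 30 °C before DHE staining; 100% = average MFI of all compound-treated wells on the plate with controls excluded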
MEX-5 binding: C. elegans MEX-5 TCR-2 RNA binding activity; Q9XUB2; MEX-5/FITC-TCR2 RNA binding, fluorescence polarization; stronger effect = lower value; activity score (negative = inhibition of binding), % at 10 µM; 0.38% of 300,000 active; AID 1832;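 active = inhibition past about -25% in most replicates, and total fluorescence under double the plate's negative control median, limit read from the data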;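 note: 0% = DMSO and -100% = 5 µM competing unlabeled TCR2 RNA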
Target sequence (Q9XUB2 whole entry, looked up): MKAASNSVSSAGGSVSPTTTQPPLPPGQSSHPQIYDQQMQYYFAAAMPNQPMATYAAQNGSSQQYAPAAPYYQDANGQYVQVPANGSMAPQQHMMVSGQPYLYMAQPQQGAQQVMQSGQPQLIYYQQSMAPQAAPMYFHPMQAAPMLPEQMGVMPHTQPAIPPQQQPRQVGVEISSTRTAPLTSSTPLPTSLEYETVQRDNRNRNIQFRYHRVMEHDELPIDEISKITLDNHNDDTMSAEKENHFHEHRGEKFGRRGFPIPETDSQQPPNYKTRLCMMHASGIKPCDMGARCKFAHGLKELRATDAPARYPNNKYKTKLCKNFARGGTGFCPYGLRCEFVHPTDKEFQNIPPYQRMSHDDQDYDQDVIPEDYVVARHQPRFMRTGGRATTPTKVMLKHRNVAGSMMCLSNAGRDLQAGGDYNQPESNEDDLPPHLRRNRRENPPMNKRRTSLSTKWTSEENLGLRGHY
Fam108B inh: Fam108B inhibition, counter-screen for RBBP9 inhibitors; 0.33% of 300,000 active; recombinant Fam108B, FP-Rh probe fluorescence polarization; inhibition, % at 9.51 µM; AID 1947;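 active = inhibition above the screen mean inhibition plus 3 SD, computed separately per campaign, cut at about 18% in these data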;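 note: inhibitors lower polarization as less probe binds the enzyme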
Efflux pump inh: blocks antifungal efflux pumps in multiplex yeast assay. S. cerevisiae Candida pump triplex, Nile Red efflux. inhibition, % at 10 µM. 0.44% of 330,000 active;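 active = plate passing quality check with inhibition over a set limit, or well fluorescence over plate mean plus 4 SD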;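 note: Nile Red retained in pooled yeast measured as flow cytometry median fluorescence; 0% = buffer negative control and 100% = Enniatin B positive control; higher means more Nile Red kept so more efflux inhibition; some compounds called inactive have numbers as strong as hits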
BCLXL inh: blocks human Bcl-xL binding to Bim BH3 peptide | Q07817 | GST-Bcl-xL / FITC-Bim BH3 peptide fluorescence polarization | inhibition, % at 10.9 µM | 0.7% of 320,000 active | AID 2129;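 active = inhibition above the mean of all tested compounds plus 3 SD, cutoff set per campaign, cut at about 30% in these data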;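 note: 0% = DMSO wells and 100% = unlabeled Bim-BH3 peptide competitor; inhibitors lower millipolarization by displacing the labeled peptide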
Target sequence (Q07817 whole entry, looked up): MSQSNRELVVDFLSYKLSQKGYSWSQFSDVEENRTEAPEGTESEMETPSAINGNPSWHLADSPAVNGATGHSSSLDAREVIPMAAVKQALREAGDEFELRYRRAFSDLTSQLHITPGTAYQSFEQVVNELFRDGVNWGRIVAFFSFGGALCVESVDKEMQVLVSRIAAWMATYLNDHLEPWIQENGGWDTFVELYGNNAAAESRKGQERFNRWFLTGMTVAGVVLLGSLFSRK
ZTA counter: ZTA (EBV) inhibition in EBNA-1 counter-screen. P03206. ZTA-DNA binding, fluorescence polarization. inhibition, % at 11 µM. 0.15% of 320,000 active. AID 2234; in the data active = inhibition above about 33%
Target sequence (P03206 whole entry, looked up): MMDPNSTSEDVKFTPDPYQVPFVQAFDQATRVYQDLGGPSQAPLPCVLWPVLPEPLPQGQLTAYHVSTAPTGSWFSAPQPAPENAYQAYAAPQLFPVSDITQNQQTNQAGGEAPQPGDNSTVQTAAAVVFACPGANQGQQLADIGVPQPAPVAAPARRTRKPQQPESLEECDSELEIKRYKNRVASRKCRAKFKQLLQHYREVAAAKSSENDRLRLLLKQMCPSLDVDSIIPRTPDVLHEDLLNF
GLD-1 TGE inh: GLD-1-TGE RNA interaction inhibition (C. elegans); purified GLD-1 + fluorescein TGE RNA, fluorescence polarization; inhibition, % at 5.96 µM; 0.44% of 320,000 active; Q17339;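 active = percent inhibition above a per-plate cutoff, the plate mean of test compounds plus 3 SD, cut at about 30% in these data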;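 note: 0% = DMSO wells with GLD-1 and probe and 100% = wells lacking GLD-1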
MCL1-BIM inh: disrupts human MCL1 binding to BIM-BH3 peptide. 0.68% of 320,000 active. Q07820. GST-MCL1 / FITC-Bim-BH3 fluorescence polarization. inhibition, % at 10.9 µM. AID 2057;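 active = inhibition above the mean inhibition of all tested compounds plus 3 SD, set per campaign, cut at about 40% in these data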;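 note: 0% = DMSO wells and 100% = unlabeled Bim-BH3 peptide control; higher means more loss of mP so more displacement of Bim peptide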
* hit, by the source's call; . = no result given. Some of the compounds tested (hit frequency here may not be typical).

SMILES	EBNA-1 inhibitor	CR mimetic SO	MEX-5 binding	Fam108B inh	Efflux pump inh	BCLXL inh	ZTA counter	GLD-1 TGE inh	MCL1-BIM inh
CN1CC(C(=O)c2ccc(Cl)cc2)C(c2ccccc2)C1 (configuration not stated)	1	115	1.6	1	-0.2	1	2	4	1
CCCCCCNc1nc(OC)nc(N2CC3CC(C2)c2cccc(=O)n2C3)n1 (configuration not stated)	-7	90	-0.3	-5	-0.3	0	-2	0	3
CCCCOC(=O)c1ccccc1C(=O)OCc1ccccc1	.	69	.	.	-0.1	6	-10	3	-4
Cc1ccc(C)c(NC2=NCCCS2)c1	5	94	0.5	0	-0.1	4	0	8	1
COC(=O)[C@]1(C)C[C@H]1[C@H](NP(=O)(c1ccccc1)c1ccccc1)c1ccccc1	0	102	1.0	1	0.1	1	-8	5	3
O=c1[nH]c(=O)n(-c2cccc3ccccc23)c(O)c1/C=N/N1CCCCC1c1cccnc1 (configuration not stated)	-2	87	-3.0	0	-0.1	-31	-10	-12	-48
O=C(c1cn(Cc2ccccc2)c2ccccc12)C1CC1	3	112	-0.4	-4	0.0	1	-14	1	1
CNC(=O)N(C)c1nnc(C(C)(C)C)s1	3	98	1.7	-1	-0.2	2	5	5	1
COc1ccc(C(=O)NC(=S)N2C[C@H]3C[C@H](C2)c2cccc(=O)n2C3)cc1OC	-2	89	-2.9	3	-0.2	-1	-4	1	9
CCCCOCCCn1c(N)c(C(=O)OCCOC)c2nc3ccccc3nc21	-9	100	1.8	3	0.1	2	8	3	4
Nc1ncnc2c1ccn2[C@@H]1O[C@H](CO)[C@@H](O)[C@H]1O	-3	81	0.7	1	-0.1	-3	5	2	-5
Cc1ccc(-c2cc(-c3ccccc3)cc(-c3ccccc3)[n+]2-c2ccc(C(=O)O)cc2)cc1	11	108	-3.0	4	-0.1	12	5	-4	8
O=C(c1ccc2c(=O)n(Cc3ccc4c(c3)OCO4)c(=S)[nH]c2c1)N1CCC2(CC1)OCCO2	9	100	0.1	-5	0.0	-8	4	4	-10
O=C(CN1CCCCC1)NCC(=O)Nc1ccc(Br)cc1C(=O)c1ccccc1	3	82	0.7	2	-0.2	2	-11	1	1
CN1c2ccc([N+](=O)[O-])cc2CC2(C(=O)NC(=O)N(c3ccc(Br)cc3)C2=O)C1c1ccccc1 (configuration not stated)	-6	79	5.2	-13	0.1	6	-6	-3	14
C=CCn1c(O)c(C(C)=NCCN2CCOCC2)c(=O)[nH]c1=O	8	93	-1.5	1	-0.1	4	-1	-2	6
COc1ccccc1N1C(=O)NC(=O)/C(=C/c2ccc3c4c(cccc24)CC3)C1=O	11	101	-3.7	1	-0.1	5	-4	-7	13
NCC(O)c1cc(O)c(O)cc1F (configuration not stated)	-2	107	.	-3	0.0	11	14	7	9
COC(=O)C1=C(c2cc3ccccc3o2)C[C@@H]2CC[C@H]1N2C(=O)NCCCOC(C)C	-2	108	3.1	3	-0.1	-3	-27	-1	-1
O=c1[nH]c(O)c(N=Nc2cc([N+](=O)[O-])ccc2O)c(=O)[nH]1	-10	87	-15	-18	-0.1	12	-1	-6	17
Clc1ccc(CN2CCNCC2)cc1	5	98	0.3	2	0.1	-1	-1	-16	10
Oc1cc(O)cc(/C=C/c2ccc(O)cc2O)c1	.	106	.	.	0.0	7	-2	1	9
CCN1CCN(c2cc(N3CCCC3)c(F)cc2[N+](=O)[O-])CC1	-3	96	-1.7	3	0.1	4	-2	-9	0
O=S(=O)(c1ccc(Cl)cc1)N1CCCC1c1cccnc1 (configuration not stated)	-9	115	3.4	-2	-0.1	4	-10	-2	10
Cn1c(O)c(C(=NCCN2CCCCC2)c2ccccc2Cl)c(=O)n(C)c1=O	-8	88	-2.6	4	0.2	-3	-7	12	6

Among those listed so far, these contain fluorine.
SMILES	EBNA-1 inhibitor	CR mimetic SO	MEX-5 binding	Fam108B inh	Efflux pump inh	BCLXL inh	ZTA counter	GLD-1 TGE inh	MCL1-BIM inh
NCC(O)c1cc(O)c(O)cc1F (configuration not stated)	-2	107	.	-3	0.0	11	14	7	9
CCN1CCN(c2cc(N3CCCC3)c(F)cc2[N+](=O)[O-])CC1	-3	96	-1.7	3	0.1	4	-2	-9	0

The listing continues:
SMILES	EBNA-1 inhibitor	CR mimetic SO	MEX-5 binding	Fam108B inh	Efflux pump inh	BCLXL inh	ZTA counter	GLD-1 TGE inh	MCL1-BIM inh
CCOP(=O)(OCC)C(O)c1cccnc1 (configuration not stated)	13	93	-1.8	4	-0.1	3	-2	4	12
Cc1ccc(N2C(=O)/C(=C/N3CCN(C(=O)c4ccco4)CC3)C(=O)NC2=S)cc1C	-2	104	-0.6	-2	0.0	-2	6	6	-1
Fc1ccc(CNCCc2ccccc2F)cc1	-2	109	0.6	-2	1.1	3	-1	3	9
CSc1ccc(C(c2c(O)c3ccccc3oc2=O)c2c(C)n(C)n(-c3ccccc3)c2=O)cc1 (configuration not stated)	7	119	-1.2	3	0.1	2	5	-2	0
C=CCn1c(O)c(C(C)=NCc2ccc3c(c2)OCO3)c(=O)[nH]c1=O	13	91	3.1	5	0.0	3	15	6	1
COC(=O)CCCC(NC(=S)N1CC2C[C@@H](C1)Cn1c2cccc1=O)C(=O)OC (some centres not stated)	-1	98	1.8	-5	0.0	2	0	2	3
Cn1c(O)c(C=Nc2ccccc2Sc2ccccc2)c(=O)n(C)c1=O	1	106	5.1	1	-0.9	3	-3	-2	10
O=C1CC(N2CC=C(c3ccc(F)cc3)CC2)C(=O)N1c1ccc(F)cc1 (configuration not stated)	5	105	-1.8	-2	0.0	3	1	5	-1
CN1CCc2nc(SCc3cccc(Br)c3)c(C#N)cc2C1	7	88	-2.4	-1	0.0	7	18	8	4
CCOP(=O)(OCC)C(NC(=O)c1ccc(C)cc1)=C(Cl)Cl	6	82	-2.0	1	0.2	-3	-10	5	-7
CCCCCCn1c(O)c(C=NC2CCN(Cc3ccccc3)CC2)c(=O)[nH]c1=O	-6	123	1.4	-3	-0.1	8	-18	3	11
COc1ccc(C2NCc3ccc4c(c3-n3cccc32)OCO4)cc1O (configuration not stated)	-10	105	0.8	5	0.0	2	7	-6	-4
O=C(C[N+]12CCC(CC1)C(OC(=O)c1ccccc1)C2)c1ccc([N+](=O)[O-])cc1 (configuration not stated)	2	112	0.3	1	-0.2	6	2	-2	2
CC1CCN(CCc2nc3ccccc3[nH]2)CC1	13	98	-0.9	0	0.3	2	10	6	-6
COC(=O)C1=C(c2cccc(C#N)c2)C[C@@H]2CC[C@H]1N2C(=O)NC1Cc2ccccc2C1	.	100	.	.	-0.3	3	-12	-6	-4
CC12CCCCC1=[N+]([O-])CN2O (configuration not stated)	-3	110	2.0	-2	0.0	-4	-2	-1	-6
COC(=O)C1=C(c2ccc(F)cc2OCc2ccccc2)C[C@@H]2CC[C@H]1N2C(=O)NC(C)C	.	93	.	.	0.1	-1	-7	5	10
O=c1[nH]c(=S)n(-c2ccccc2F)c(O)c1C=Nc1ccc(N2CCOCC2)cc1	13	106	-5.8	0	0.0	-29	45*	-6	-50
O=C(c1ccc2c(c1)ncn2C1CCCCC1)N1CCC2(CC1)OCCO2	-16	118	-1.6	-4	0.3	4	3	-3	0
CCCCn1c(O)c(C(C)=Nc2ccc3c(c2)CCC3)c(=O)[nH]c1=O	-3	126	1.6	-3	-0.1	1	5	-9	0
CCC(=NCCC(c1ccccc1)c1ccccc1)c1c(O)[nH]c(=O)[nH]c1=O	-4	100	0.3	2	0.3	-1	-9	0	-4
Cc1nn(Cc2ccccc2)c(Cl)c1C(=O)OC(C)C(=O)Nc1ccc(F)cc1Cl (configuration not stated)	122*	112	1.8	2	0.1	3	-5	-3	-10
COc1ccc(C2=NCC(=O)N(CC(=O)NCc3ccco3)c3sc4c(c32)CCCC4)cc1	-8	131	1.8	1	0.8*	3	-10	-1	3
O=c1[nH]c(=O)n(CCC2=CCCCC2)c(O)c1C=NC1CCN(Cc2ccccc2)CC1	-4	93	.	-2	0.2	9	-4	-3	5
COc1cc(CN=Cc2c(O)n(C(C)(C)C)c(=O)[nH]c2=O)cc(OC)c1	8	84	3.3	5	0.1	3	16	1	3

Next section.
SMILES	EBNA-1 inhibitor	CR mimetic SO	MEX-5 binding	Fam108B inh	Efflux pump inh	BCLXL inh	ZTA counter	GLD-1 TGE inh	MCL1-BIM inh
COC(=O)Cn1cc(C=C2C(=O)NC(=O)NC2=O)c2ccccc21	-18	101	-27*	-8	0.1	-5	-11	-17	-6
CCOC(=O)c1c(C)n(Cc2ccco2)c2c1cc(O)c1ccccc12	-1	81	1.2	0	0.2	9	-1	3	9
CC(Cc1ccccc1)NCCC(c1ccccc1)c1ccccc1 (configuration not stated)	7	104	.	3	-0.1	5	5	7	6
O=Cc1c(C(=O)O)n(Cc2ccccc2Cl)c2ccccc12	-7	118	-1.0	0	0.1	4	2	8	-1
O=C(COc1ccc(Cl)cc1)N1CCN(Cc2ccccc2)CC1	4	96	-0.2	4	-0.1	-1	-3	6	3
c1ccc2c3c([nH]c2c1)C1(CCNCC1)NCC3	0	91	0.6	1	-0.2	6	13	9	8
CC(c1ccccc1)(c1ccccc1)c1ccncc1	6	104	1.2	1	0.1	5	14	-2	2
Oc1c(Cl)cc(Cl)cc1CN1CCN(Cc2ccccc2)CC1	4	112	-2.0	2	0.1	1	17	3	0
O=C(Nc1ccccc1)c1cc([N+](=O)[O-])ccc1N1CCNCC1	15	99	-2.8	-1	0.0	5	-1	-2	1
CCc1cc(=O)oc2cc(C)cc(OCC(=O)N3CCC(C(=O)O)(c4ccccc4)CC3)c12	-6	98	1.4	-2	0.1	0	-11	7	3
CN(C)c1ccc(/C=C2\C(=O)NC(=O)N(Cc3ccc(F)cc3)C2=O)cc1	4	103	-1.1	0	-0.2	-42	-4	-18	-52
O=c1[nH]c(=O)n(Cc2ccccc2)c(O)c1/C=N/Nc1c(F)c(F)c(F)c(F)c1F	6	111	1.5	-2	0.0	2	-5	-3	-6
CCC12CN3CCN(CC(C3)C1O)C2 (configuration not stated)	-1	91	-1.0	-1	0.0	0	-3	8	-4
COC(=O)C(c1ccccc1)N1CCCCCC1 (configuration not stated)	-9	90	.	2	0.1	1	-4	-12	7
CCOC(=O)C1CCN(/C=C2/C(=O)NC(=S)N(c3cccc(OC)c3)C2=O)CC1	-1	88	2.4	-4	-0.1	4	-23	0	4
COc1ccc(-n2cnc3cc(C(=O)N4CCC5(CC4)OCCO5)ccc32)cc1	1	106	2.9	-1	0.0	2	1	-4	5
O=C1NC(=O)N(c2ccccc2)C(=O)/C1=C/C=C/c1ccco1	10	93	0.2	0	0.1	14	28	12	-3
COc1ccc(CCNC2CCCCC2)cc1OC	-8	79	0.1	3	0.1	4	5	-5	9
COc1ccc(C(=O)C(Cc2ccccc2)N(C)C)cc1 (configuration not stated)	-10	87	-1.0	1	0.0	6	-9	5	4
OC(c1ccc(F)cc1)C(c1ccccc1)N1CCOCC1 (configuration not stated)	-8	101	2.8	-1	-0.1	-1	-9	5	-9
COc1ccc(CCN)cc1OC	5	92	1.1	-1	-0.1	-3	1	1	-1
CN1CCN(c2ccc([N+](=O)[O-])c(NCc3ccco3)c2)CC1	-4	91	2.9	5	-0.2	2	6	2	1
CCOP(=O)(OCC)C(O)c1ccc(OC)cc1 (configuration not stated)	4	110	-2.3	0	-0.1	3	-2	0	4
CCCC(C)n1[nH]c(=O)c2c1NC(=O)CSC2c1ccccc1 (configuration not stated)	-1	84	-0.5	-1	0.2	2	-9	-11	0
